Source: PubChem BioAssay
CCT modulator: cytosolic chaperonin activity modulation. activity change, % (no concentration beside the values), hits read low. purified chaperonin ATPase assay, HTRF ADP detection, 30 min. AID 651819. 360,000 tested, 0.3% active; in the data active = activity change below about -30%; also: % is scaled to controls: 0 for no effect and ±100 for the full control effect
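Nucleotide hydrolysis assay: TRiC at 20–40 nM final (set by batch activity) with 10 uM ATP, 30 min at 37 °C, in presence of 76 uM compound. Detection by competitive ADP HTRF, 30 min ambient.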
A549 tox: kills or reduces viability of A549 cells in Nrf2 counter-screen | A549 ARE-Fluc cells, CellTiter-Fluor viability, 18-24 h | AID 504648 | 390,000 tested, 0.16% active | Potency, µM (series often up to 46 µM), for the others: at the top dose activity change, negative = cytotoxicity, hits mostly inhibitors; also: potency is read from the fitted curve at half-maximal effect; % is scaled to controls: 0 for no effect and ±100 for the full control effect
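Cytotoxicity counterscreen: CellTiter-Fluor fluorescence was measured in A549 ARE_Fluc cells after 18-24 h of compound exposure in a concentration series. The subsequent BugLite luminescent read reports ARE-luciferase activity.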
Mm-Cpn inhibitor: inhibitors of Methanococcus maripaludis chaperonin (MmCpn) | purified Mm-Cpn ATPase, ADP Transcreener TR-FRET | Potency, µM (top dose mostly 76.9 µM), for the others: at the highest dose activity, negative = inhibition, actives largely listed as inhibitors | 330,000 tested, 0.031% active; also: potency is read from the fitted curve at half-maximal effect; % is scaled to controls: 0 for no effect and ±100 for the full control effect; nearly all actives have a fitted effect of over 80% in size
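Measured: ADP formation by purified Mm-CPN. Conditions: 25 nM protein, 10 uM ATP, Tris pH 7.4 with Mg2+, K+ and DTT, 37°C for 30 min. Detection: Transcreener HTRF after 30 min at room temperature.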
EPAC2 antag: EPAC2 (human) antagonism; EPAC2 GEF exchange of Rap1B-BODIPY-GDP, fluorescence; 360,000 tested, 0.18% active; Q8WZA2; Potency, µM (series often up to 114 µM), for the others: top-dose activity, negative = inhibition, actives largely listed as inhibitors; also: potency is read from the fitted curve at half-maximal effect; % is scaled to controls: 0 for no effect and ±100 for the full control effect; nearly all actives have a fitted effect of over 45% in size; many of its hits are not listed in these tables
Target sequence (Q8WZA2 whole entry, looked up): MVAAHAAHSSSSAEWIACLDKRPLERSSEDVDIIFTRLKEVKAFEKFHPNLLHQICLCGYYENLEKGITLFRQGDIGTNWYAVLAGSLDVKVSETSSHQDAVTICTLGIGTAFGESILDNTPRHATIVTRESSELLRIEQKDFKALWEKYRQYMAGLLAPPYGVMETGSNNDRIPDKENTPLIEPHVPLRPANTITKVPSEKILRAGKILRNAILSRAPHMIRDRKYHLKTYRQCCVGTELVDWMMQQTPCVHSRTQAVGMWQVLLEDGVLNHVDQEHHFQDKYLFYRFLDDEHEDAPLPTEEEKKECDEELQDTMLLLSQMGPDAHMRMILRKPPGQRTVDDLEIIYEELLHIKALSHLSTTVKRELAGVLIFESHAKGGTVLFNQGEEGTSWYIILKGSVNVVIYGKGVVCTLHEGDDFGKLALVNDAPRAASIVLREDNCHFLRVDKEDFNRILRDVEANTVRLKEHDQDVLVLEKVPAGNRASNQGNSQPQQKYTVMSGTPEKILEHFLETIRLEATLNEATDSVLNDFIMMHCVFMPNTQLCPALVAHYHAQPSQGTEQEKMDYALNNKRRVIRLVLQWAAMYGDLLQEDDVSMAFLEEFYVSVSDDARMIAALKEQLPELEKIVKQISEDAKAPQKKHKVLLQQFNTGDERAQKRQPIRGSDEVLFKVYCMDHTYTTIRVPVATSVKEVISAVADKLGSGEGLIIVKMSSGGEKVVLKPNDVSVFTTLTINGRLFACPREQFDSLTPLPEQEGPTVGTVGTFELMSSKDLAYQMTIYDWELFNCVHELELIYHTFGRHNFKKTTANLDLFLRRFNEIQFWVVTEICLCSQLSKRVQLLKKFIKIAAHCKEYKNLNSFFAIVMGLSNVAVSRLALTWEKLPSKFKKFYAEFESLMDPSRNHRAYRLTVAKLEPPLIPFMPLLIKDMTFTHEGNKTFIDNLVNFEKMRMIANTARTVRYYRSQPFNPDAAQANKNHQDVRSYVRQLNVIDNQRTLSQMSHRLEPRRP
Nrf2 ARE act: activators of Nrf2 (ARE) signaling. AREc32 ARE-luciferase reporter (MCF7-derived line), luminescence, 24 h. Potency, µM (titrated, usually from 46.1 µM), without a hit: top-dose activation, hits mostly activators. 410,000 tested, 0.31% active. AID 624171; also: potency is read from the fitted curve at half-maximal effect; % of control where 0% means no effect; nearly all actives have a fitted effect of over 65% in size
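Quantitative high-throughput format: AREc32 reporter cells, 1000 per well, received compound by pin transfer and were incubated 24 hr at 37 deg C, 5% CO2, before Steady-Glo luminescence detection.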
EPAC2 ag: agonists of human EPAC2 (RAPGEF4); 360,000 tested, 0.079% active; EPAC2 activation, biochemical qHTS; response scale: 100% = 6.5 mM cAMP response; Q8WZA2; Potency, µM (series often up to 154 µM), without a hit: top-dose activation, actives largely listed as activators; AID 720711; also: potency is read from the fitted curve at half-maximal effect; nearly all actives have a fitted effect of over 50% in size
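Compounds were titrated in qHTS against a Rap1B-BODIPY-GDP (250 nM) complex with EPAC2 (100 nM) and GDP (50 uM). BODIPY-GDP release tracked at 480/540 nm over 30 min at room temperature, normalized to 6.5 mM cAMP.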
TGFb SMAD3 inh: blocks TGF-b signaling | HepG2 CAGA-GFP TGF-b/SMAD3 reporter, GFP fluorescence, 18 h; TGF-beta stimulated, 500 pg/mL final | Potency, µM (doses to about 46.1 µM), for inactives: at the top dose activity, negative = inhibition, hits mostly inhibitors | 410,000 tested, 1.2% active | AID 588855; also: potency is read from the fitted curve at half-maximal effect; % is scaled to controls: 0 for no effect and ±100 for the full control effect; nearly all actives have a fitted effect of over 65% in size
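First, reporter cells (HEPG2 CAGA-GFP) rested 2 h at 37 degrees C. Next, compounds were pinned in and TGF-beta added to 500 pg/mL final. After 18 h, GFP was imaged per cell and summed per well.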
Nrf2 inh: inhibitors of Nrf2 signaling | A549 ARE-Fluc reporter, luciferase luminescence, 18-24 h | Potency, µM (doses to about 46 µM), inactives show at the top dose activity change, negative = inhibition, hits mostly inhibitors | 360,000 tested, 2.1% active | AID 504444; also: potency is read from the fitted curve at half-maximal effect; % is scaled to controls: 0 for no effect and ±100 for the full control effect; nearly all actives have a fitted effect of over 60% in size
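Nrf2 activity is the BugLite luminescence, read 15 min after reagent at room temperature, following CellTiter-Fluor cytotoxicity readout (30 min, 37C). Compound titrations were applied for 18-24 h to 5000 A549 ARE_Fluc cells/well in 5% FBS OPTI-MEM.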
pAkt inh: Akt phosphorylation inhibition; Neuro2A IGF-stimulated pAkt S473 HTRF, 20 min; stronger effect = lower value; activity change, % for hits at 50 µM; 360,000 tested, 0.32% active; AID 651550; in the data active = activity change below about -80%; inconclusive = mostly about -51% to -80%; also: % is scaled to controls: 0 for no effect and ±100 for the full control effect
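Neuro2A cells (4,500/well, DMEM with 0.5% FBS) were treated with compound at a single 50 µM final concentration, stimulated with 6 nM IGF for 20 min at 37 °C, and lysed. Phospho-Akt Ser473 was read by HTRF as 665/615 ratio ×10^4.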
An asterisk follows results filed as active; i = inactive; ? = inconclusive; . = no result given; [ ] = remark or other dose. Unless noted, calls follow the shape of the dose curve; as a rule, active = well fitted curve in the direction sought with a large enough effect; inconclusive = small, poorly fitted or top-dose-only effect, or another doubt; inactive = no such curve, though single readings can be large; an effect the other way counts as inactive or inconclusive. This is a subset. The share of hits here may be higher or lower than overall.

SMILES | CCT modulator | A549 tox | Mm-Cpn inhibitor | EPAC2 antag | Nrf2 ARE act | EPAC2 ag | TGFb SMAD3 inh | Nrf2 inh | pAkt inh
Cn1c(=O)n(C)c2cc(S(=O)(=O)N3CCOCC3)ccc21 | -0.4 | -1.7% | 0.7% | 4.3% | -0.1% | 7.9% | -15.5% | -27.9% | i
Cc1cccnc1NC1CCCCC1 | -1.1 | 9.9% | 2.3% | 9.2% | -0.8% | 10.5% | -0.8% | -14.5% | i
Cc1ccc(C)c(/C=C2\CCn3c2nc2cc(C(=O)O)ccc2c3=O)c1 | 2.4 | -2.8% | 0.5% | ? | 0.2% | 3.7% | 0.6% | -5.7% | i
CCN1CCCC1CN(Cc1cc2cc(C)ccc2[nH]c1=O)C(=O)Nc1ccccc1OC (stereo not given) | -2.2 | 1.3% | 1.4% | 8.7% | 2.4% | 7.7% | 5.0% | -5.1% | i
Cc1ccc2c(=O)c(C(=O)c3ccc(F)cc3)cn(CC(=O)NCc3ccccc3)c2n1 | . | -3.6% | . | . | 0.4% | . | ? | 29.0% | .
NC(=O)c1ccccc1NS(=O)(=O)c1ccc(F)cc1 | -0.1 | 0.8% | 1.3% | 10.0% | -0.5% | 5.1% | 28.7% | 12.9% | i
CC1CC(C)CN(c2nc3c(c(=O)[nH]c(=O)n3C)n2CCCSc2nc3ccccc3s2)C1 (stereo not given) | -2.2 | -2.9% | . | 8.6% | 0.2% | -12.6% | -0.5% | 3.0% | i
O=C1CC(c2ccccc2)Cc2[nH]c(=O)c(-c3nc(-c4ccc(F)cc4)cs3)cc21 (stereo not given) | . | -7.2% | . | . | 0.1% | . | ? | 1.0% | .
CCOc1ccc(CN2CCN(Cc3cccn3-c3ncccn3)CC2CCO)cc1 (stereo not given) | 0.9 | 1.2% | 0.8% | 2.1% | 2.7% | 5.9% | -6.4% | 2.1% | i
N#Cc1nc(-c2ccc(F)cc2)oc1NCc1cccc2c1OCO2 | 2.4 | 3.5% | -1.0% | -10.2% | 4.0% | 7.3% | ? | 14.7% | i
O=C(C1CCC(C(=O)N2CCCCC2)CC1)N1CCCCC1 (stereo not given) | 2.0 | 2.0% | 0.3% | 0.3% | -0.1% | -7.7% | 25.0% | . | i
O=C(Nc1ccccc1)c1cccc(N2CCCC2=O)c1 | 1.2 | 4.9% | -1.1% | -8.4% | 0.3% | 1.0% | -4.4% | 10.7% | i
CCCCc1ccc(-c2ccc(Br)cc2O)nc1 | 1.3 | -12.3% | 0.0% | 13.4% | 4.8% | 1.0% | -10.5% | ? | i
COCCNC(=O)CSC1=N/C(=C/c2ccc(Cl)c(Cl)c2)C(=O)N1c1ccccc1F | -0.6 | 0.1% | -4.3% | -29.1% | ? | 3.0% | ? | 3.7% | i
Cc1ccc(S(=O)(=O)CCC(=O)NCc2ccc(Cl)cc2)cc1 | -5.0 | -3.7% | 0.4% | 14.7% | -0.2%[9.22 µM] | -1.3% | -8.3% | 5.7% | i
CCCC(=O)n1nc(-c2cccnc2)nc1NCc1cccs1 | 2.1 | 3.7% | 0.3% | -14.2% | 1.6% | -6.6% | -0.1% | -12.2% | i
Cc1c(NS(=O)(=O)c2ccc(N)cc2)c(=O)n(-c2ccccc2)n1C | -0.8 | 2.1% | -2.4% | 0.2% | -0.8% | 7.2% | -6.4% | 11.6% | i
O=C(O)c1cn(-c2ccc(F)cc2)c2cc(Cl)c(F)cc2c1=O | -2.1 | -4.9% | -4.7% | -3.9% | 0.3% | 1.6% | 5.5% | -15.7% | i
COc1ccc(CCCC(=O)Nc2ccccc2F)cc1 | 0.3 | 9.7% | 0.5% | 13.7% | 0.1% | -1.4% | -0.1% | 29.6% | i
O=C(Cn1nnc2ccccc21)c1cccc([N+](=O)[O-])c1 | -1.7 | 1.8% | -1.4% | -0.2% | -0.1% | -0.8% | 3.7% | 0.0% | i
COc1ccc(CNCc2cccn2C)cc1 | -0.5 | 5.8% | -2.5% | -7.4% | 0.0% | -0.9% | -8.6% | 1.6% | i
Cc1cc(C)cc(NC(=O)CCN2CCOCC2)c1 | 1.6 | 8.9% | 2.1% | 2.9% | 0.1% | 4.3% | 9.5% | 3.7% | i
COc1ccc(CCNC(=O)CCCC(=O)n2nc(C)c3ccccc32)cc1OC | -2.7 | 0.2% | -0.1% | 0.3% | -0.3% | 5.2% | 3.8% | -4.1% | i
Cc1ccc(/C=C2\C(=O)Nc3ccccc32)o1 | -14.6 | -4.2% | 1.3% | -2.9% | ? | -4.0% | -5.7% | -20.2% | i
COc1cccc(CN2CCNC(=O)C2CC(=O)N(C)Cc2nc(C)cs2)c1OC (stereo not given) | -0.5 | -7.6% | -2.1% | 0.8% | -0.3% | -0.7% | -5.4% | 6.8% | i
Additional entries follow:
SMILES | CCT modulator | A549 tox | Mm-Cpn inhibitor | EPAC2 antag | Nrf2 ARE act | EPAC2 ag | TGFb SMAD3 inh | Nrf2 inh | pAkt inh
O=C(NC(Cc1ccccc1)C(=O)N1CCN(S(=O)(=O)c2ccccc2)CC1)c1ccccc1 (stereo not given) | -2.3 | 1.6% | . | 0.8% | 0.0% | 17.6% | -4.8% | ? | i
Cc1ccc(S(=O)(=O)c2cn(Cc3ccccc3)c3cc(N4CCCC4)c(F)cc3c2=O)c(C)c1 | . | 3.0% | . | . | -1.2% | . | -8.5% | -14.6% | .
O=C(Nc1ccc(Br)cc1)c1cccc(S(=O)(=O)Nc2cnc3ccccc3c2)c1 | -0.6 | ? | 3.0% | -26.3% | 9.9% | 7.8% | 12.6µM* | 2.91µM* | i
CC(C)c1cc(C(=O)N2CCN(C(c3ccccc3)c3ccccc3)CC2)no1 | -0.5 | -0.3% | 0.3% | -5.2% | -0.7% | 5.3% | -4.2% | ? | i
CC(Sc1ccc2nnc(-c3ccc(F)cc3)n2n1)C(=O)O (stereo not given) | -1.5 | 2.1% | -15.5% | 9.7% | 3.6% | 10.9% | -4.8% | 6.7% | i
O=c1c2ccccc2nc2n1C(CSCc1ccc(Cl)cc1Cl)CS2 (stereo not given) | -0.3 | -11.0% | 1.7% | -9.6% | -0.4% | 4.3% | -5.4% | . | i
Cc1ccc(S(=O)(=O)N(C)Cc2ccc(C(=O)N/N=C/c3ccc(OC(F)F)cc3OC(F)F)cc2)cc1 | -0.5 | -1.6% | -1.3% | -0.9% | 2.9% | -2.5% | -27.0% | 9.2µM* | i
Cc1csc(SCC(=O)NCc2ccccc2)n1 | -0.8 | 6.8% | -2.5% | 6.9% | -0.2% | 1.3% | 1.4% | 18.0% | i
CCn1nc(NS(=O)(=O)c2ccc([N+](=O)[O-])cc2)c2cc3ccc(C)cc3nc21 | -6.0 | -1.8% | 0.2% | -13.9% | -0.4% | -2.8% | -6.1% | 2.1% | .
CCn1cc(CN2CCc3c([nH]c4ccccc34)C2c2cccc(OC)c2OC)c(C)n1 (stereo not given) | 0.3 | -0.5% | -0.5% | 7.5% | 0.8% | 10.1% | -24.6% | -2.7% | i
Cc1ccc(NC(=O)Cn2ncc3c([nH]c4ccccc43)c2=O)cc1Cl | 1.4 | 10.3% | 0.2% | 0.1% | -0.5% | 1.2% | -6.2% | 1.8% | i
Nc1nnc(SCc2nc3scc(-c4ccccc4)c3c(=O)[nH]2)s1 | -4.3 | 15.0% | 1.4% | 6.5% | -0.1% | 1.2% | 4.1% | ? | i
COc1ccc(-c2nn(-c3ccccc3C)cc2CNCCc2cnc[nH]2)cc1F | -4.0 | -9.9% | 1.1% | ? | 0.1% | 0.5% | 3.3% | 19.2% | i
CCOC(=O)c1ccc(N2CC(O)=C(c3nc4ccccc4c(=O)[nH]3)C2=N)cc1 | -5.0 | 0.7% | -2.2% | 20.4% | -0.8% | -83.5%[inhibitor][15.6 µM] | 26.2% | ? | .
COc1ccc(N2CC(C(=O)OCC(=O)c3cccc(OC)c3)CC2=O)cc1 (stereo not given) | 0.0 | -5.5% | 1.8% | 3.2% | -0.2% | 0.2% | 1.3% | 6.2% | i
CCOc1cc2c3c(c1)C1(OCCO1)C(=O)N3C(C)(C)CC2C (stereo not given) | -8.3 | -1.1% | -2.4% | -3.7% | -0.1% | -8.3% | 12.8% | . | i
Cc1ccnc(NC(=O)CSc2cc(=O)n(C)c3ccccc23)c1 | -2.4 | ? | 2.6% | -4.8% | 2.4% | 6.2% | ? | ? | i
CC(C)c1ccc(-c2nn(-c3ccccc3)cc2C2C(C#N)=C(N)OC3=C2C(=O)CC(C)(C)C3)cc1 (stereo not given) | -4.3 | 2.5% | -6.0% | -6.7% | 5.3% | -2.5% | ? | -7.3% | i
CCC(C)(C)NC(=O)C(c1ccccn1)N(C(=O)c1csnn1)C1CCCCC1 (stereo not given) | 1.6 | -14.5% | -4.4% | -11.5% | 0.0% | 0.4% | -2.6% | -1.9% | i
CCCC(=O)NC(C)c1nc2ccccc2n1CC (stereo not given) | -1.1 | 7.5% | -1.7% | 10.0% | -0.2% | 4.5% | 6.6% | ? | i
Cc1ccc([C@@H]2C[C@H]3[C@@H](CN2S(=O)(=O)c2ccc(Cl)cc2)C(=O)C[C@@H](c2ccc(C)cc2)N3S(=O)(=O)c2ccc(Cl)cc2)cc1 | -0.2 | . | . | -2.8% | 2.5% | -4.9% | 3.0% | . | i
